Compound activity (PubChem BioAssay)
UHRF1 MBD2 ctr: UHRF1 methylated DNA binding inhibitors, primary screen, counter-screen for MBD2 inhibitor project, biochemical, TR-FRET, human UHRF1, single concentration; inhibition, % at 4.4 µM; E3 ubiquitin-protein ligase UHRF1 (Homo sapiens), Q96T88; 0.75% of 370,000 active; UHRF1 binding to methylated oligo; in the data active = inhibition above about 21%;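 note: UHRF1 SRA domain binding a hemimethylated CpG hairpin DNA probe; 0% = median of test compound wells and 100% = reference inhibitor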
proKLK7 act: proKLK7 zymogen activators, primary screen, biochemical, fluorescence intensity | purified proKLK7, EDANS-DABCYL substrate fluorescence; 100% is mature enzyme control, 0% vehicle | activation, % at 7 µM | Kallikrein-7 (Homo sapiens), P49862 | 0.9% of 370,000 active | AID 652039, 2013;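 active = activation above the mean of all tested compounds plus 3 SD, computed per campaign excluding outliers beyond control limits, cut at about 13% in these data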
Target sequence (P49862 whole entry, looked up): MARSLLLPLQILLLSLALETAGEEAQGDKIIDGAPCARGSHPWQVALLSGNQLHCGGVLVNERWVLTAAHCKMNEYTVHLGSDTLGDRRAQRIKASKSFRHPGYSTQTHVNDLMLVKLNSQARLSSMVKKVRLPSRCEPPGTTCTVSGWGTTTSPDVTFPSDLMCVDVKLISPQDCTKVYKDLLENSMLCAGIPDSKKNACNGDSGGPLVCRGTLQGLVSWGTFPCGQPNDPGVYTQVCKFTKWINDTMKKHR
TDP2 inh: human TDP2 enzyme inhibitors, primary screen, biochemical, epi absorbance, recombinant enzyme; inhibition, % at 12.8 µM; Tyrosyl-DNA phosphodiesterase 2 (Homo sapiens), O95551; AID 720702, 2013; 0.34% of 370,000 active; T5PNP hydrolysis, p-nitrophenol absorbance 415 nm;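 active = inhibition above the mean of all tested compounds plus 3 SD, set per campaign, cut at about 25% in these data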;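 note: 0% = DMSO with enzyme and 100% = buffer with substrate but no TDP2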
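Test system: human TDP2 enzyme; Input: 120 nM TDP2 per well; Buffer or medium: Mg2+-containing Tris-HCl buffer, pH 7.5; Reagent: 5 mM T5PNP; Dosing: 12.8 µM single point, 1% DMSO; Incubation: reaction 2 h, 37 °C; Detection: p-Nitrophenol epi absorbance; Read-out: % inhibition relative to enzyme-containing and enzyme-free wells; Replicates: single well per compound.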
DDE Tn6 FP inh: inhibitors of Tn6 peptide binding to fibrin DD(E), primary screen, biochemical, fluorescence polarization, human fibrin, Tn6 probe; Fibrinogen beta chain (Homo sapiens), P02675; Fibrin DD(E) TRITC-Tn6 fluorescence polarization displacement; inhibition, % at 8.3 µM; 0.21% of 370,000 active;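 active = inhibition above a per-campaign cutoff: mean of compounds within control limits plus 3 SD, cut at about 15% in these data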;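 note: 0% = median of all compound wells on the plate and 100% = blocking peptide control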
Target sequence (P02675 whole entry, looked up): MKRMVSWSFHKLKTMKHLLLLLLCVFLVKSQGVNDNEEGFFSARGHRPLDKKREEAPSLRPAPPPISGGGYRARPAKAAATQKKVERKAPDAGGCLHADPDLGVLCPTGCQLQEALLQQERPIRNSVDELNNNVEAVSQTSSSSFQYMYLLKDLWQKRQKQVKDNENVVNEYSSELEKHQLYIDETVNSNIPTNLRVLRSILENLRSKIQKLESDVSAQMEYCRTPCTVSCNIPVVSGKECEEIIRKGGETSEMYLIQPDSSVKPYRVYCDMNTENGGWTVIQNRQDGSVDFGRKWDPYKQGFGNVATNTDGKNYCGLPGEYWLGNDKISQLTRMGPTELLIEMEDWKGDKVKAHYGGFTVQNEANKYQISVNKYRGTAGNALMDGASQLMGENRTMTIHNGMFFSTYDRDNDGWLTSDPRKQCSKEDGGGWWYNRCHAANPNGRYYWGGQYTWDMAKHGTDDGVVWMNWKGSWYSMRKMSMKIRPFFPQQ
MBD2 inh: inhibitors of MBD2 binding to methylated DNA, primary screen, biochemical, TR-FRET, DNA-binding domain, human; Methyl-CpG-binding domain protein 2 (Homo sapiens), Q9UBB5; MBD2 binding to methylated oligonucleotide; inhibition, % at 4.4 µM; 0.31% of 370,000 active; AID 686964, 2013; in the data active = inhibition above about 13%
DDE Tn7 FP inh: inhibitors of Tn7 peptide binding to fibrin DD(E), primary screen, biochemical, fluorescence polarization, human fibrin, Tn7 probe | Fibrinogen beta chain (Homo sapiens), P02675 | FP displacement of FITC-Tn7 peptide from fibrin DD(E); 0% = median of compound wells per plate | inhibition, % at 8.3 µM | 0.13% of 370,000 active | AID 720508, 2013;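 active = inhibition above the mean of compounds falling within the control limits plus 3 SD of them, cut at about 14% in these data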;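 note: 0% = plate median of compound wells and 100% = 10 µM Aha-Tn7 peptide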
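Assay system: human fibrin DD(E) protein / Input: 2 µM fibrin DD(E) / Benchmarks: high control of 10 µM Aha-Tn7 peptide / Measured by: fluorescence polarization of the labelled Tn7 tracer / Medium: Tris buffer with calcium and detergent, pH 7.8 / Timing: 10 min compound pre-incubation, 3 h probe incubation at room temperature / Repeats: one replicate per compound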
LEDGF integ inh: blockers of LEDGF/p75-dependent integrase strand transfer – biochemical, TR-FRET, high throughput, primary screen. TR-FRET IN-LEDGF/p75 DNA integration, Eu/Cy5. 0.64% of 370,000 active. AID 743269, 2014. inhibition, % at 3.7 µM. HIV-1 integrase (with human LEDGF/p75);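 active = inhibition above the screen-wide mean plus 3 SD, cut at about 13% in these data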;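 note: signal is the Cy5 over europium emission ratio at 671 and 618 nm; 0% = plate median of compound wells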
SIAE inh: human SIAE inhibitors, primary screen, biochemical, fluorescence polarization, FP-Rh probe, 1536-well HTS; SIAE FP-Rh probe binding; inhibition, % at 9.66 µM; Sialate O-acetylesterase (Homo sapiens), Q9HAT2; 0.69% of 370,000 active; AID 1053197, 2014;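 active = inhibition above a cutoff: mean of compounds within the control limits plus 3 SD of those, cut at about 17% in these data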;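 note: 0% = plate median of compound wells and 100% = probe without SIAE protein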
TCR CD3 inh: inhibitors of human TCR-CD3 interaction, primary screen, biochemical, fluorescence, TAMRA-labeled TCR probe | inhibition, % at 9.4 µM | 0.37% of 360,000 active | AID 651800, 2012; in the data active = inhibition above about 19%;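 note: recombinant mutant TCR 2C K166C tagged with TAMRA read by polarization; 0% = receptor in buffer alone and 100% = receptor with positive control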
PRMT1 FP inh: PRMT1 methyltransferase inhibitors, primary screen, biochemical, fluorescence polarization. Protein arginine N-methyltransferase 1 (Homo sapiens), Q99873. recombinant PRMT1, activity-based probe fluorescence polarization. inhibition, % at 2.79 µM. 1.3% of 370,000 active;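 active = inhibition above about 21% made by adding two undisclosed values, limit read from the data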
Target sequence (Q99873 whole entry, looked up): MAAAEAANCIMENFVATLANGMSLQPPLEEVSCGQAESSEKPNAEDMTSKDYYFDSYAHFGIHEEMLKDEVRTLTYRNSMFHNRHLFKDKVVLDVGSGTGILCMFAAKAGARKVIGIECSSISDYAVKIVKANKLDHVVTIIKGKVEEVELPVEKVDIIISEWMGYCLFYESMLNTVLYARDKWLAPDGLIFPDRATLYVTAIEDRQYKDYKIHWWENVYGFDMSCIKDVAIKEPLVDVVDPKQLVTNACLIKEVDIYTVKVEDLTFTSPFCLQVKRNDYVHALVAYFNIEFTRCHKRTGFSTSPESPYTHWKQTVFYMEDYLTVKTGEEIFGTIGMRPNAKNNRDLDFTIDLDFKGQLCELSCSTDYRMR
* marks the source's active call; other numbers are inactive results; / = no result given; & = joins results of further samples.

SMILES	UHRF1 MBD2 ctr	proKLK7 act	TDP2 inh	DDE Tn6 FP inh	MBD2 inh	DDE Tn7 FP inh	LEDGF integ inh	SIAE inh	TCR CD3 inh	PRMT1 FP inh
Nc1cccc(NP(=O)(c2ccccc2)c2ccccc2)c1	1	-0.1	1	7	2	5	-2	3	3	1
C[C@]12CC[C@H](O)CC1=CCC1C2CC[C@@]2(C)C1CC[C@@H]2NC(=O)CCC(=O)O (some centres undefined)	-1	-0.7	-6	2	-4	-2	-3	3	2	-3
CC(C)C[C@H]1CN([C@@H](Cc2ccc(O)cc2)CN2CCC[C@H]2CN2C(=O)C(=O)NC[C@@H]2Cc2ccccc2)C(=O)C(=O)N1CCc1ccccc1	1	0.1	6	-8	1	-2	3	6	-4	-3
CCCOc1ccc(NC(=O)CC2C(=O)OCC3CCCCN32)cc1 (centres undefined)	-1	-0.1	0	3	0	-2	2	-2	5	36*
CCCCN(C(=O)CSCc1c(C)noc1C)c1c(N)n(CCC)c(=O)[nH]c1=O	0	0.1	0	-2	0	4	-1	3	8	-1
CCOC(=O)Cn1c(=O)oc2cc(S(=O)(=O)NCCc3ccc(C)cc3)ccc21	-1	0.0	-5	4	-3	5	-2	-3	-4	-1
Cc1cc(SCC(=O)N/N=C/c2ccc(O)c(O)c2)nc2ccccc12	-1	0.0	-8	-3	0	-17	-4	3	26*	4
COC(=O)c1ccccc1NC(=O)CN1C(=O)CSC1=O	0	0.1	5	3	3	8	0	0	6	0
CCN(CC)c1ccc(NC(=O)CSc2nc(C)cc(=O)[nH]2)cc1	-5	0.4	-2	3	-2	2	-8	4	2	5
Cc1cc(C)nc(NC2=NCC(=O)N2c2ccc(Cl)cc2)n1	0	-0.1	-9	3	1	-8	0	3	5	-2
CCOC(=O)c1c(C)[nH]c(C(=O)/C(C#N)=C/c2ccc(OCC)cc2)c1C	-1	-0.1	4	4	-2	-2	5	-4	3	-2
C[C@H](NC(=O)c1nc[nH]c1C(=O)NCC(=O)OC(C)(C)C)C(=O)OC(C)(C)C	8	-0.2	5	0	3	1	2	2	3	3
Cc1ccc(C2=NN(C(=O)C3CCCO3)C(c3ccco3)C2)cc1 (centres undefined)	0	0.1	21	9	-4	-4	2	10	5	-2
CC(C)c1ccc(NNC(=O)C2CCC2)cc1	5	-0.3	-11	6	-1	8	-4	3	-9	3
CCN(CC)S(=O)(=O)c1ccc(N2CCOCC2)c(NC(=O)c2ccccc2)c1	-1	0.4	5	-1	0	1	2	2	0	1
COc1cc(S(=O)(=O)NC2CCCCC2)ccc1F	2	-1.9	-8	-3	1	6	6	3	-3	2
C/C(=N\NC(=O)c1nnn(-c2nonc2N)c1CN1CCCCC1)c1ccccc1O	2	-0.5	-1	-7	2	1	3	8	-1	-1
O=C(Nc1ccc2oc(-c3ccccc3F)nc2c1)c1cncc(Br)c1	1	1.0	7	2	8	0	-1	-18	1	4
COc1ccc(CN2C(=O)C(C)Nc3ncnc(N4CCN(c5ccccc5)CC4)c32)cc1 (centres undefined)	-5&-3	0.1&0.8	-3&5	3&-9	2&-2	-4&-5	-1&-1	-3&3	5&-4	0&3
O=[N+]([O-])c1ccc(-c2nc(NCC3CCCO3)c3ccccc3n2)cc1 (centres undefined)	0	0.3	2	-1	-4	-6	-2	1	1	3
CCCC(O)(CCC)C(=O)NNc1ccc(C)cc1	-4	-0.8	4	-6	-6	1	1	5	-2	2
COc1cc(-c2nn3c(Cc4ccccc4)nnc3s2)cc(OC)c1OC	2	-0.2	-12	-7	-2	-2	3	2	-2	2
O=C(NCC1CCCO1)/C(=C\c1cccc([N+](=O)[O-])c1)NC(=O)c1ccccc1 (centres undefined)	0	0.2	-3	-2	-1	1	3	0	3	-3
O=C(COc1ccccc1Cl)NNC(=O)c1ccc(-n2cncn2)c([N+](=O)[O-])c1	0	-0.2	2	3	-2	4	2	3	9	-1
O=c1c2[nH]c3ccccc3c2nc2n1CCS2	1	-0.2	-2	-3	1	0	-1	2	-4	0

Pulled by compound from the entries so far:
SMILES	UHRF1 MBD2 ctr	proKLK7 act	TDP2 inh	DDE Tn6 FP inh	MBD2 inh	DDE Tn7 FP inh	LEDGF integ inh	SIAE inh	TCR CD3 inh	PRMT1 FP inh
CCN(CC)S(=O)(=O)c1ccc(N2CCOCC2)c(NC(=O)c2ccccc2)c1	-1	0.4	5	-1	0	1	2	2	0	1
CCOC(=O)c1c(C)[nH]c(C(=O)/C(C#N)=C/c2ccc(OCC)cc2)c1C	-1	-0.1	4	4	-2	-2	5	-4	3	-2

Additional compounds follow.
SMILES	UHRF1 MBD2 ctr	proKLK7 act	TDP2 inh	DDE Tn6 FP inh	MBD2 inh	DDE Tn7 FP inh	LEDGF integ inh	SIAE inh	TCR CD3 inh	PRMT1 FP inh
Cc1cccc(NC(=O)NC2CC(=O)N(c3ccc4c(c3)OCCO4)C2)n1 (centres undefined)	7	-0.2	-6	-4	7	2	-6	-4	-9	3
O=C(COC(=O)c1ccc(N2CCCC2=O)cc1)Nc1ccccc1	6	-0.3	-9	-6	9	-2	-2	7	5	3
Cc1nnc(SCC(=O)Nc2sc3c(c2C(=O)c2ccccc2)CCCC3)s1	0	0.6	-18	-2	-2	-8	6	7	-5	1
O=C(CSc1nnc2c(n1)[nH]c1ccccc12)Nc1cccc(S(=O)(=O)N2CCOCC2)c1	4	0.4	-2	6	1	7	-2	-25	4	6
Cc1ccc(C(=O)N(Cc2cccs2)C2CCS(=O)(=O)C2)cc1 (centres undefined)	0	0.1	1	-3	0	-6	-1	1	5	4
CCOc1cccc(C(=O)Nc2ccc3[nH]ncc3c2)c1	-1	0.1	1	5	2	3	0	0	3	-2
Clc1ccccc1/C=C/c1nc(-c2cccnc2)no1	2	0.5	2	5	1	-4	-1	-2	-4	1
COc1ccc(CCNC(=O)C2CCN(c3nn4c(=O)cc(C)nc4s3)CC2)cc1OC	5	-0.6	-5	1	3	0	-1	-5	-3	2
Cc1ccc(S(=O)(=O)N(C)c2ccc(C(=O)Nc3cccc(C)n3)cc2)cc1	1	1.0	-18	-3	-3	-1	7	-6	-10	-3
CCOc1ccc(C2CC(c3cccc(OC)c3)Nc3nc(N)nn32)cc1 (centres undefined)	-1	-1.7	-3	3	0	-1	-3	8	4	-3
O=C(CCCCCNC(=O)c1ccccc1)N/N=C/c1ccccc1	-5	-0.4	-10	5	1	-4	2	4	10	2
Cn1nc(C(=O)Nc2nc3ccccc3[nH]2)ccc1=O	-2	-1.0	-10	2	8	-7	3	0	2	-3
O=C(NCc1ccccc1)N[C@@H](Cc1ccccc1)C(=O)O	-1	0.2	-1	-8	-3	-5	0	9	-5	-5
COc1ccc(Oc2nnc(C)c3ccccc23)cc1	4	-0.1	-13	1	-1	2	6	-4	-7	-3
Fc1ccccc1NC(=S)NC1CCCC1	-3	0.0	7	6	-2	-1	-2	1	3	-3
O=[N+]([O-])c1c(Nc2ccccc2O)ccc2nonc12	-13	0.0	-1	3	-11	-5	3	-1	-4	-5
CCOC(=O)Nc1ccc2c(c1)N(C(=O)CCN(CC)CC)c1ccccc1S2=O (centres undefined)	3	-0.1	0	-7	2	2	-4	1	-1	17
CC(C)(C)c1ccc(NC(=O)N2CCCN(c3c(Cl)cncc3Cl)CC2)cc1	1	0.5	1	-5	1	-6	-4	-3	-9	4
CC1(C)CC(=O)C2=C(C1)Nc1ccccc1NC2c1ccccn1 (centres undefined)	2	0.0	2	-6	-2	1	2	-1	-4	1
CN(C(=O)CC1C(=O)NCCN1Cc1ccc2ccccc2c1)C1CCOCC1 (centres undefined)	-2	-0.3	1	3	-3	0	3	-3	6	0
Cc1ccccc1-n1c(=O)cc(N2CCC3(CC2)OCCO3)[nH]c1=O	1	-0.4	-4	0	-2	0	-3	3	-3	-2
CCc1ccc(/C=N/n2c(C3CCCCC3)n[nH]c2=S)cc1	4	-0.1	-2	-1	-6	-4	2	13	1	3
CC(NC(=O)C1CCN(S(=O)(=O)N2CCCCCC2)CC1)c1ccccc1 (centres undefined)	7	0.6	2	0	4	-2	1	3	5	-4
Cc1noc(C)c1C(=O)Nc1ccccc1-c1ccccc1	0	0.4	5	-1	1	-11	27*	-4	1	-3
Cc1ccc(C(=O)OC(C)C(=O)NC2CCCCC2C)cc1S(=O)(=O)N1CCOCC1 (centres undefined)	-1	0.1	17	-4	-1	-3	4	10	-1	-5
Other records follow.
SMILES	UHRF1 MBD2 ctr	proKLK7 act	TDP2 inh	DDE Tn6 FP inh	MBD2 inh	DDE Tn7 FP inh	LEDGF integ inh	SIAE inh	TCR CD3 inh	PRMT1 FP inh
CC(C)[C@@H]1NC(=O)c2cc([N+](=O)[O-])cc(I)c2NCCC[C@@H](C(=O)NC(CC(=O)O)C(N)=O)NC(=O)[C@H](CO)NC1=O (some centres undefined)	2	0.3	1	1	7	0	1	3	-2	1
CCCCN(C(C)=O)c1c(CC)nc2ccc(C(=O)NCCc3ccccn3)cn12	2	0.0	4	-5	2	6	-5	2	-4	3
COC(=O)[C@]12C[C@H](CC(=O)NCCCN3CCCC3=O)C(=O)N(CCC3=CCCCC3)C1=C[C@H](C(C)C)O[C@@H]2C1CC1	-2	-0.2	1	7	-2	-2	5	1	/	4
CC(C)C(=O)Nc1cc2c3c(c1)CCN3C(=O)CC2	1	0.1	-9	1	-7	4	0	6	3	2
Cc1sc2nc(CSCC(=O)Nc3cc(F)ccc3F)[nH]c(=O)c2c1C	12	0.2	-3	-10	-6	7	6	7	5	-3
CCCc1nn2c(=O)cc(CSCC(=O)Nc3ccc(OC)cc3)nc2s1	-1	-0.9	20	-6	7	-4	0	3	0	5
COc1cccc(-c2cc(C(=O)N/N=C/c3ccco3)c3ccccc3n2)c1	0	-1.2	6	6	1	3	-1	-10	-2	1
NC(=O)Cn1nc(C(F)(F)F)c2c1CCCC2	2	-0.1	5	7	0	4	-4	-7	-1	3
CC(NC(=O)Nc1ccccc1)c1ccccc1 (centres undefined)	-1	-0.5	13	1	-5	-3	0	10	4	-2
COc1cc(C(=O)Nc2ccccc2-c2nnn(CC(N)=O)n2)cc(OC)c1OC	2	0.6	1	-6	5	5	0	-2	0	0
CCCCn1c(SCC(N)=O)nnc1-c1ccco1	2	-0.4	-14	1	-1	-10	8	-6	-2	-2
